Assay outcomes deposited in PubChem BioAssay by several laboratories.
NALP1 yeast inh: NALP1 inflammasome inhibitors in reconstituted yeast, colorimetric, S. cerevisiae, triplicate retest; S. cerevisiae NALP1/ASC/caspase-1 growth, X-gal OD620, 72 h; inhibition, % at 10 µM; actives 0.61% (n = 280,000); in the data active = inhibition mostly above about 24%, no sharp cut-off; inactive = mostly below about 32%; note: some compounds called inactive have numbers as strong as hits
MEKK2 mut-MEK5: MEK5 binding signal on mutant MEKK2 PB1, primary screen, biochemical, multiplex bead flow cytometry, Alexa488-MEK5; Alexa488-MEK5 binding to MEKK2 mutant; percent response, % at 10 µM; actives 0.35% (n = 290,000); in the data active = percent response above about 24%, passing the limit was not always enough; note: inactives centre near 1; some results filed as inactive read as strong as hits; reference of the scale not given here
MEKK3 PB1 HTS: modulators of MEKK3-MEK5 PB1 binding, primary screen, biochemical, wildtype MEKK3, multiplex bead flow cytometry, Alexa488-MEK5; binding response (% of control), % at 10 µM; AID 1529, 2009; bead-based flow cytometry, Alexa488-MEK5 binding to MEKK3; actives lie on both sides; 0 = blocked by unlabeled MEK5, 100 = vehicle; actives 1.4% (n = 290,000); Mitogen-activated protein kinase kinase kinase 3 (Homo sapiens), Q99759;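 active = binding response more than 3 SD above or below the average of its plate-row segment, actives on both sides; inconclusive = wells at one plate position flagged as instrument error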;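 note: Alexa488 bead fluorescence after subtracting the streptavidin-only scavenger bead signal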
Target sequence (Q99759 whole entry, looked up): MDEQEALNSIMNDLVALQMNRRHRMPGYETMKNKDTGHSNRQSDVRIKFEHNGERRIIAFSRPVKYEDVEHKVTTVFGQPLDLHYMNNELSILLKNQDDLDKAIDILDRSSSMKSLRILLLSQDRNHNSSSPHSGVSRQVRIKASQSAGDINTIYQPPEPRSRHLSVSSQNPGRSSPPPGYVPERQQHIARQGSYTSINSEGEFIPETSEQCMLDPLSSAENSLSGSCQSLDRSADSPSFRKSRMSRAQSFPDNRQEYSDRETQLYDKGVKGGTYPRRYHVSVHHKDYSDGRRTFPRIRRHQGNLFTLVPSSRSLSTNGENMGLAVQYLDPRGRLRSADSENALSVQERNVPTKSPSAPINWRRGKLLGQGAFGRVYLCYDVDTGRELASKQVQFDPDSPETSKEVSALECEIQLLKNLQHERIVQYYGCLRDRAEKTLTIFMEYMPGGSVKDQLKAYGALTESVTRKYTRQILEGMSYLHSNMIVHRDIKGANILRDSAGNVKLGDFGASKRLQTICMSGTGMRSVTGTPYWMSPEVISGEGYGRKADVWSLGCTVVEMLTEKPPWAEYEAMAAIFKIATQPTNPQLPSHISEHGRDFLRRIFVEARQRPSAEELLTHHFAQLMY
PHOSPHO1 block: PubChem AID 1565; actives 1.1% (n = 290,000); recombinant PHOSPHO1, absorbance phosphatase assay; inhibition, % at 13.3 µM; in the data active = inhibition above about 60%
Target sequence (Q8TCT1 whole entry, looked up): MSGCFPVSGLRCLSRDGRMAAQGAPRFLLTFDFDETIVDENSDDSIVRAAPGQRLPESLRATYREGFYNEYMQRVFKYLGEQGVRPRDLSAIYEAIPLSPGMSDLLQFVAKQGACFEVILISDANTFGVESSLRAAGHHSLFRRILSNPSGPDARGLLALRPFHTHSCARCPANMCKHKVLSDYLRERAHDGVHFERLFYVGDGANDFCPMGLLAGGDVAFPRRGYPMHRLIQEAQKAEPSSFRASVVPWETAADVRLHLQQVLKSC
MEKK2 WT-MEK5: modulators of MEK5 binding to wildtype MEKK2, primary screen, biochemical, multiplex bead flow cytometry, Alexa488-MEK5 | Alexa488-MEK5 binding to MEKK2 WT; actives lie on both sides | binding response (% of control), % at 10 µM | actives 1.1% (n = 290,000) | AID 1531, 2009; in the data active = binding response below about 67% or above about 130%; inconclusive = no clear call, values can overlap the other calls; inactive = in between
GalR3 antag: GalR3 antagonists in HEK293 cells, primary screen, cell-based, fluorescence readout; Galanin receptor type 3 (Homo sapiens), O60755; HEK293 GalR3-CNG cAMP membrane potential fluorescence; galR3 body fused to GalR1 C-terminus; inhibition, % at 3 µM; actives 0.44% (n = 360,000);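 active = inhibition above the screen-wide average plus 3 SD, cut at about 13% in these data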;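 note: forskolin and galanin both at EC90 stimulate the cells; cAMP rise reported by CNG channel membrane potential dye signal; 0% = forskolin plus galanin with DMSO and 100% = forskolin alone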
V1aR counter: agonists of human V1a receptor, primary screen, counter-screen for OXTR agonist project, fluorescence, CHO-V1R cells | activation, % at 3 µM | Fluo-8 calcium fluorescence, agonist mode; 0% DMSO, 100% 3 nM vasopressin | actives 0.25% (n = 320,000);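 active = activation above the mean activation of all tested compounds plus 3 SD, per screening run, cut at about 20% in these data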;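 note: signal is peak over basal fluorescence ratio across a 100 second FLIPR read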
GPR7 antag: GPR7 receptor antagonists, primary screen, cell-based, fluorescence, single concentration; Neuropeptides B/W receptor type 1 (Homo sapiens), P48145; GPR7-expressing cells, fluorescence antagonist assay; inhibition, % at 4.4 µM; actives 1.1% (n = 290,000); AID 1861, 2009; in the data active = inhibition above about 16%, passing the limit was not always enough;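 note: cells stimulated with the agonist NPW; 0% = agonist with vehicle and 100% = vehicle without agonist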
OXTR ag: human OXTR agonists, primary screen, fluorescence, CHO-OTR cells, Fluo-8 calcium; AID 2435, 2010; activation, % at 3 µM; actives 0.32% (n = 320,000); Oxytocin receptor (Homo sapiens), P30559; Fluo-8 calcium fluorescence; normalized: DMSO 0%, oxytocin 100%;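 active = activation above the mean of all tested compounds plus 3 SD, cutoff set per screening run, cut at about 20% in these data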;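 note: peak over basal fluorescence ratio from a 100 s FLIPR kinetic read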
The depositor's hits bear a star; ? = inconclusive; · = no result given; [ ] = dose if it differs, or a comment. This is a random part of the collection. Share with any hit: about 5.4%.

SMILES	NALP1 yeast inh	MEKK2 mut-MEK5	MEKK3 PB1 HTS	PHOSPHO1 block	MEKK2 WT-MEK5	GalR3 antag	V1aR counter	GPR7 antag	OXTR ag
COc1ccc(N(C(=O)c2cnccn2)C(C(=O)NC2CCCCC2)c2cc(OC)c(OC)c(OC)c2)cc1 (configuration not stated)	12.0	1.0	104.0	40.5	106.0	-7.5	0.5	-14.9	0.5
CCN1CCN(c2nc(-c3ccncc3)nc3ccccc23)CC1	7.0	·	·	0.0	·	·	0.2	-8.0	0.0
O=C(c1cccnc1)C1CCCN(Cc2nc(Cc3ccccc3F)no2)C1 (configuration not stated)	6.4	-5.0	100.0	10.2	90.0	5.2	2.0	1.5	1.7
CC(C)OC(=O)c1cccc(-c2ccc(C=O)o2)c1	41.0	3.0	99.0	-20.3	66.0	-3.5	-0.8	-0.3	-2.3
Cc1cc(C)cc(N(CC(=O)N2CCN(Cc3ccccc3)CC2)S(=O)(=O)c2c(C)noc2C)c1	5.3	5.0	118.0	15.2	116.0	1.7	-0.2	-11.0	0.0
O=C(CCN1CCOCC1)Nc1c(-c2ccccc2)c2cc(Br)ccc2[nH]c1=O	38.2	6.0	99.0	0.1	103.0	-3.2	-0.6	-8.0	-1.0
C=CCNC(=O)c1ccccc1NC(=O)Cc1ccccc1[N+](=O)[O-]	6.7	8.0	101.0	-8.9	120.0	-1.5	0.4	-4.4	-0.1
Cc1ccccc1NC(=O)CSc1nnc(-c2ccccc2)n1-c1ccccc1	-4.2	12.0	105.0	16.2	102.0	-4.6	-1.8	5.7	-2.6
COC(=O)c1cccc(S(=O)(=O)N2CCC(C)CC2)c1	-2.1	2.0	105.0	-10.0	103.0	-3.1	-0.5	-1.2	-0.5
C=CCOc1nc2c(c(=O)n(C)c(=O)n2C)n1Cc1ccccc1	15.1	25.0	127.0	6.2	114.0	-5.9	2.2	-22.0	0.9
Cc1cc(Nc2nc3c(c(=O)n(C)c(=O)n3C)n2C)n(-c2ccc(Cl)cc2)n1	16.0	-1.0	97.0	18.5	95.0	0.5	-0.1	12.0	0.1
Cc1c(Cl)c([N+](=O)[O-])nn1Cc1ccc(C(=O)N/N=C\c2cccc(Br)c2)o1	-4.9	8.0	111.0	24.2	106.0	-0.9	6.9	-2.2	5.4
Cc1cc(-c2ccc(C)c(S(=O)(=O)N3CCN(C(=O)c4ccco4)CC3)c2)on1	6.5	5.0	100.0	37.5	107.0	-6.4	0.6	-4.8	0.1
Cc1ccc(C2N(c3ccc(F)cc3)C(=O)C3CCCN32)cc1 (configuration not stated)	44.4*	-5.0	95.0	17.3	94.0	0.9	-0.4	-0.2	0.5
CCOP(=O)(c1ccccc1)C(O)c1ccc([N+](=O)[O-])cc1 (configuration not stated)	8.6	3.0	99.0	8.5	100.0	-9.8	0.9	-9.6	0.1
CCOc1ccc(S(=O)(=O)N2CCN(CC)CC2)cc1NC(=O)c1ccccc1F	-5.0	4.0	99.0	31.9	103.0	-7.1	0.2	-1.9	-1.4
CCSc1nc2c(c(=O)[nH]1)C(c1ccncc1)C(C(=O)OC(C)C)=C(C)N2 (configuration not stated)	11.8	2.0	103.0	1.5	106.0	1.7	-0.5	-1.9	-0.7
Cc1nc(N)ncc1Sc1ccc(Cl)cc1	5.0	2.0	103.0	57.0	100.0	-2.8	0.1	-12.0	-0.3
Cc1ccc(-c2nnc(Sc3nc4ccccc4o3)c3ccccc23)cc1	14.1	1.0	105.0	-10.0	106.0	1.0	-0.8	0.5	-1.6
COc1ccc(C(=O)N/C(=C\c2ccccc2)C(=O)NCCCn2ccnc2)cc1	29.7	-5.0	102.0	22.4	93.0	-8.2	0.2	8.5	1.7
CN(C)N1C(N)=C(C#N)C(c2cccnc2)C2=C1CCCC2=O (configuration not stated)	3.0	-1.0	109.0	-4.0	98.0	-11.3	-0.4	-4.9	-0.2
Cc1ccc(C(C(=O)NC(C)(C)C)N(CC2CCCO2)C(=O)c2csnn2)cc1 (configuration not stated)	-1.0	0.0	98.0	27.5	94.0	-7.8	0.5	-4.3	0.6
CC(C)c1ccc(-c2nc(N3CCOCC3)[nH]c(=O)c2C#N)cc1	-2.0	-2.0	92.0	-69.5	93.0	-6.2	1.0	-12.3	-0.1
O=S(=O)(c1cccc(C(F)(F)F)c1)N1CCN(c2cnccn2)CC1	6.0	-2.0	101.0	-19.6	95.0	-5.5	0.8	0.7	-0.9
COCCn1c(=NC(=O)CCS(=O)(=O)c2ccccc2)sc2ccccc21	14.4	2.0	101.0	14.7	100.0	-2.0	4.2	-9.7	3.3
Further structures follow:
SMILES	NALP1 yeast inh	MEKK2 mut-MEK5	MEKK3 PB1 HTS	PHOSPHO1 block	MEKK2 WT-MEK5	GalR3 antag	V1aR counter	GPR7 antag	OXTR ag
COCCN(CCOC)Cc1c(O)ccc2c3c(c(=O)oc12)CCC3	2.3	3.0	105.0	-4.2	117.0	-2.6	-0.2	-5.8	-0.8
O=C1CC(c2ccccc2)n2nc(NC(=O)c3ccccn3)nc2N1 (configuration not stated)	6.8	-2.0	90.0	-8.0	96.0	0.5	1.0	2.1	0.4
CCOC(=O)CC1C(=O)NCCN1C(=O)c1c(F)cccc1F (configuration not stated)	4.6	-4.0	88.0	8.6	90.0	1.7	0.5	-9.8	1.6
COc1ccc(-c2nnn(CC(=O)N3CCOCC3)n2)cc1	10.1	8.0	104.0	-15.8	105.0	·	0.6	-6.6	0.8
CC(NC(=O)C(=O)N1CCOCC1)C(c1cccs1)N1CCN(c2ccccc2)CC1 (configuration not stated)	-9.3	0.0	102.0	26.1	104.0	3.4	2.7	-4.3	1.6
COc1ccc2c(c1OC)C(=O)OC2Nc1nc(-c2ccc([N+](=O)[O-])cc2)cs1 (configuration not stated)	·	-22.0	88.0	22.6	98.0	-6.8	-0.1	-7.4	-1.7
Cc1ccc(C(=O)C[n+]2cccc3cc(C)ccc32)cc1	3.9	·	25.0*[inhibitor]	-8.2	·	-4.6	1.1	-17.8	0.1
O=C(CC1C(=O)NCCN1Cc1cccc(F)c1F)NCCCC1CCCC1 (configuration not stated)	7.5	11.0	103.0	12.1	108.0	-8.8	-0.7	-0.3	-1.6
O=C(Nc1nc2ccccc2s1)Nc1ccc([N+](=O)[O-])cc1Cl	·	4.0	103.0	29.8	106.0	·	0.7	-8.9	2.2
Cc1ccc(S(=O)(=O)N2CCN(CC(=O)NC(=O)NCc3ccco3)CC2)cc1C	·	1.0	101.0	-16.8	103.0	1.7	-0.4	1.1	0.9
CC(C)C(NS(=O)(=O)c1cccc2nsnc12)C(=O)N1CCCCC1 (configuration not stated)	11.6	2.0	98.0	52.9	102.0	1.6	-0.8	-8.2	-0.1
O=C(O)C1CCN(S(=O)(=O)c2cccs2)CC1	-0.9	2.0	101.0	23.9	95.0	-7.9	0.1	10.1	-0.8
COc1ccc(CN2CCN(C(C)C(=O)N3CCc4ccccc43)CC2)cc1OC (configuration not stated)	18.3	0.0	103.0	23.2	104.0	-5.8	0.6	-6.6	-0.2
O=C(Nc1ccccc1)Nc1nc(-c2ccccc2)cs1	22.7	-18.0	81.0	27.3	84.0	-1.1	10.0	-5.3	1.6
COc1cccc(N2C(=O)C(c3ccccc3)=C(c3nc4ccccc4s3)C2NC(C)=O)c1 (configuration not stated)	8.2	-5.0	70.0	3.0	75.0	-1.3	0.0	-7.8	-1.7
COc1ccc(OCC(=O)NCc2cccnc2)cc1	1.1	·	·	-11.3	·	2.5	-0.4	-4.6	-0.3
CCCNC(=O)N1CCN(C(c2ccccc2)c2ccccc2)CC1	5.0	8.0	106.0	18.5	107.0	-1.4	-0.7	0.3	-1.1
C1=CN2CCC1C(c1ccccc1)C2 (configuration not stated)	14.8	5.0	99.0	-3.8	102.0	2.9	1.2	13.5	1.4
O=C(Nc1ccnn1C1CCN(C2CCC2)CC1)c1cccc(F)c1	6.4	2.0	102.0	12.3	103.0	-7.4	0.2	-8.0	0.6
C=C1CCc2c([nH]c3ccc(OCC(C)C)cc23)C1=O	10.3	11.0	105.0	36.0	108.0	-10.6	·	56.5*	·
Nc1nc2sc3c(c2cc1C(=O)N1CCOCC1)CCCC3	-9.3	6.0	104.0	16.3	106.0	-5.6	-1.1	-16.7	-0.8
CC(/C=C/c1ccccc1)NC(N)=O (configuration not stated)	19.3	-6.0	92.0	2.6	95.0	-3.3	-0.9	-8.5	-0.2
COc1ccc(S(=O)(=O)NC(C)C(=O)NCc2ccncc2)cc1Cl (configuration not stated)	11.9	-2.0	99.0	-13.9	98.0	-7.1	0.0	-14.8	0.5
Cc1cccc(N2CCN(C(=O)c3ccnn3C)CC2)c1C	4.5	1.0	100.0	-24.4	102.0	-1.6	1.0	-6.5	0.6
Cc1cccc(-n2c(O)c(C=NC3CCS(=O)(=O)C3)c3ccccc3c2=O)c1C (configuration not stated)	19.6	-16.0	?	37.1	?	-4.8	0.8	3.5	0.6
(list continues)
SMILES	NALP1 yeast inh	MEKK2 mut-MEK5	MEKK3 PB1 HTS	PHOSPHO1 block	MEKK2 WT-MEK5	GalR3 antag	V1aR counter	GPR7 antag	OXTR ag
Cc1cc(C)nc(SCCCNCc2ccccc2)n1	11.8	4.0	104.0	·	106.0	-9.4	0.6	-6.9	2.1
CCOC(=O)Nc1ccc2c(c1)N(C(=O)CN)c1ccccc1CC2	2.0	17.0	97.0	3.1	126.0	-1.9	-0.1	16.6	0.2
Cc1sc2nc(SCC(=O)Nc3c(C)n(C)n(-c4ccccc4)c3=O)n(C)c(=O)c2c1C	-1.1	-1.0	96.0	-38.0	94.0	-1.4	-1.4	0.3	-2.2
Cc1nc([N+](=O)[O-])c(N2CCOCC2)n1Cc1ccccc1	4.4	-6.0	95.0	3.7	105.0	-1.9	-1.1	15.3	-0.6
COc1ccc(OC)c(NC(=O)C2CC2c2ccccc2)c1 (configuration not stated)	28.1	0.0	97.0	19.3	98.0	-7.4	-1.3	13.2	-2.8
COCC(=O)N(Cc1cc2ccc(C)cc2[nH]c1=O)c1ccccc1C	-1.9	9.0	105.0	40.1	104.0	-4.2	0.1	7.2	0.5
Cc1cccc(S(=O)(=O)Nc2ccc(-c3cn4ccccc4n3)cc2)c1	24.7	9.0	97.0	-1.0	101.0	2.1	4.7	9.1	1.3
